# Bioassay records (PubChem)
# Mm-Cpn inhibitor: M. maripaludis TRiC chaperonin inhibition. AID 504842. purified Mm-Cpn ATPase, ADP Transcreener TR-FRET. 330,000 tested, 0.031% active. Potency, µM (series often up to 76.9 µM), without a hit: at the top dose activity, negative = inhibition, hits mostly inhibitors; note: potency is the fitted concentration of half-maximal effect; % is set by controls: 0 for no effect and ±100 for the full control effect; nearly all actives have a fitted effect of over 80% in size
#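 Measured: ADP formation by purified Mm-CPN. Conditions: 25 nM protein, 10 uM ATP, Tris pH 7.4 with Mg2+, K+ and DTT, 37°C for 30 min. Detection: Transcreener HTRF after 30 min at room temperature.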
# Akt phos inh: inhibitors of Akt phosphorylation; AID 651550; activity change, % for hits at 50 µM; 360,000 tested, 0.32% active; Neuro2A IGF-stimulated pAkt S473 HTRF, 20 min; hits give low values; in the data active = activity change below about -80%; inconclusive = mostly about -51% to -80%; note: % is set by controls: 0 for no effect and ±100 for the full control effect
#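 Single-point screen (50 µM final compound) in Neuro2A cells stimulated 20 min with 6 nM IGF at 37 deg C. After lysis, Ser473-phosphorylated Akt read by HTRF (ex 330 nm, em 615/665 nm) as the 665/615 ratio.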
# TGFb SMAD3 inh: blocks TGF-b signaling; HepG2 CAGA-GFP TGF-b/SMAD3 reporter, GFP fluorescence, 18 h; TGF-beta stimulated, 500 pg/mL final; Potency, µM (highest dose often 46.1 µM), for inactives: at the top dose activity, negative = inhibition, usual class: inhibitors; 410,000 tested, 1.2% active; AID 588855; note: potency is the fitted concentration of half-maximal effect; % is set by controls: 0 for no effect and ±100 for the full control effect; nearly all actives have a fitted effect of over 65% in size
#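 Read-out: total well GFP (ex488/em500-530) summed from mean per-cell fluorescence. Cells: HEPG2 CAGA-GFP, 1% FBS DMEM, 18 h at 37 degrees C with 500 pg/mL final TGF-beta. Unstimulated wells served as the full-inhibition control; stimulated DMSO wells = 0%.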
# CCT modulator: cytosolic chaperonin activity modulation | activity change, % (concentration not given with the values), hits read low | 360,000 tested, 0.3% active | AID 651819 | purified chaperonin ATPase assay, HTRF ADP detection, 30 min; in the data active = activity change below about -30%; note: % is set by controls: 0 for no effect and ±100 for the full control effect
#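 First, chaperonin was dispensed at 40 nM or 20 nM final depending on batch activity. Next, compounds were pinned at 76 uM and ATP added at 10 uM. After 30 min at 37 °C, ADP detection reagents ran 30 min at ambient temperature.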
# Nrf2 activator: activates Nrf2 signaling; Potency, µM (titrated, usually from 46.1 µM), without a hit: at the highest dose activation, usual class: activators; AID 624171; AREc32 ARE-luciferase reporter (MCF7-derived line), luminescence, 24 h; 410,000 tested, 0.31% active; note: potency is the fitted concentration of half-maximal effect; % of control where 0% means no effect; nearly all actives have a fitted effect of over 65% in size
#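 Cells of the AREc32 ARE-luciferase line are plated in OPTI-MEM containing 5% FBS and left overnight at 37 deg C. Compounds are pinned in, incubation continues 24 hr, and firefly luciferase signal is then measured.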
# HepG2 tox: HepG2 cytotoxicity, counter-screen for TGF-b inhibitors. HepG2 CAGA-GFP viability, ATP luminescence, 18 h. 410,000 tested, 0.76% active. Potency, µM (doses to about 46.1 µM), for the others: at the highest dose activity change, negative = cytotoxicity, usual class: cytotoxic; note: potency is the fitted concentration of half-maximal effect; some results filed as inactive show a strong effect at the top dose
#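 HepG2 CAGA-GFP cells (1000/well, DMEM with 1% FBS) received compound, then TGF-beta at 500 pg/mL final, and were incubated 18 hours at 37 degrees C. Viability was read by CellTiter-Glo luminescence. Media-only wells were set as complete cell-killing and DMSO as no toxicity.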
# A549 viability: A549 cytotoxicity, counter-screen for Nrf2 inhibitors | A549 ARE-Fluc cells, CellTiter-Fluor viability, 18-24 h | Potency, µM (series often up to 46 µM), for the others: at the top dose activity change, negative = cytotoxicity, hits mostly inhibitors | 390,000 tested, 0.16% active | AID 504648; note: potency is the fitted concentration of half-maximal effect; % is set by controls: 0 for no effect and ±100 for the full control effect
#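 A549 ARE-Fluc cells in 5% FBS OPTI-MEM, 5000 cells/well, rested 2 h then exposed to compounds in concentration-response for 18-24 h at 37 °C. Viability by CellTiter-Fluor fluorescence (Ex 405/Em 525) after 30 min; luciferase luminescence (BugLite, 15 min, RT) read afterwards.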
# ATXN viability: reduces viability in counter-screen for ATXN expression inhibitors; 400,000 tested, 0.49% active; Potency, µM (highest dose often 56.7 µM), actives largely listed as cytotoxic; S2 cells (HEK-293 line with an ATXN2-luciferase reporter) viability, CellTiter-Fluor protease fluorescence, 24 h; AID 651635; note: potency is the fitted concentration of half-maximal effect; nearly all actives have a fitted effect of over 40% in size
# Nrf2 block: inhibitors of Nrf2 signaling; A549 ARE-Fluc reporter, luciferase luminescence, 18-24 h; Potency, µM (highest dose often 46 µM), inactives show top-dose activity change, negative = inhibition, usual class: inhibitors; 360,000 tested, 2.1% active; AID 504444; note: potency is the fitted concentration of half-maximal effect; % is set by controls: 0 for no effect and ±100 for the full control effect; nearly all actives have a fitted effect of over 60% in size
#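 A549 ARE_Fluc cells, 5000/well, 5% FBS OPTI-MEM; compounds in dose-response, 18-24 h at 37 °C/5% CO2; CellTiter-Fluor viability read (Ex 405/Em 525), then BugLite luciferase luminescence = Nrf2 activity.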
# Numbers without * were called inactive; i = inactive; u = inconclusive; x = not tested or not shown; [ ] = dose if it differs, or a comment. Unless noted, calls come from the whole dose curve; as a rule, active = well fitted curve in the direction sought with a large enough effect; inconclusive = small, poorly fitted or top-dose-only effect, or another doubt; inactive = no such curve, though single readings can be large; an effect the other way counts as inactive or inconclusive.
SMILES,Mm-Cpn inhibitor,Akt phos inh,TGFb SMAD3 inh,CCT modulator,Nrf2 activator,HepG2 tox,A549 viability,ATXN viability,Nrf2 block
CC(C)C1NC(=S)N(C2CCCCC2)C1=O (stereo unspecified),0%,i,-13%,-2.8,0.4%,-31%,8%,i,-5%
O=C(Nc1cccc(C(=O)N2CCOCC2)c1)C1CCCC1,x,i,4%,-3.8,-0.8%,0%,6%,i,9%
O=C(CSc1nc2ccccc2c(=O)[nH]1)N1CCOCC1,-8%,i,0%,-3.0,0.2%,4%,12%,i,2%
O=C(OCc1ccc(C(=O)c2ccccc2)cc1)c1cccc(-c2nnc(-c3ccccc3)o2)c1,1%,i,-6%,-3.8,-0.5%,1%,-1%,i,7%
CC(C)(C)NC(=O)NC(=O)COc1ccccc1C#N,2%,i,-3%,-1.6,0.0%,6%,3%,i,u
COc1ccc(-c2cn(-c3ccc(C)cc3C)c(=O)[nH]2)cc1OC,-6%,i,-12%,-0.7,3.9%,-6%,-1%,i,u
CCOC(=O)c1cc(-c2csc(-c3ccc(C(C)(C)C)cc3)n2)on1,1%,i,9%,0.9,-0.1%,4%,-13%,i,-19%
Cc1nc2nc[nH]n2c(=O)c1NS(=O)(=O)c1ccc(Br)cc1,x,x,0%,x,-0.9%,-1%,5%,i,8%
CCOc1ccccc1C1C(C(N)=O)=C(C)Nc2nc(-c3ccc(OC)cc3)nn21 (stereo unspecified),0%,i,-1%,0.0,1.6%,-29%,1%,i,-2%
Cc1ccc(CN2CCN(/N=C/c3ccc(C(=O)O)cc3)CC2)cc1,3%,i,-5%,-0.8,-0.5%,3%,-2%,u,-13%
O=C(O)CCCC(=O)N1CCOCCOCCOCCOCC1,2%,i,0%,-3.5,0.2%,-16%,1%,i,7%
O=C(O)c1ccc(C(=O)Nc2cccc(NC(=O)C3CCCO3)c2)cc1 (stereo unspecified),-4%,i,15%,-3.6,-0.1%,-9%,2%,i,x
COC(=O)c1ccccc1NC(=O)CSc1nc2c(c(=O)[nH]1)CCC2,1%,i,0%,-0.5,-0.8%,0%,-3%,i,2%
O=C(COc1ccc2ccccc2c1)NC1=NCCS1,-3%,i,0%,-2.8,0.0%,-32%,0%,i,u
CCOc1ccc(CCN2C(=O)C(=O)N([C@@H](CC(C)C)CN3CCC[C@H]3CN3C(=O)C(=O)NC[C@@H]3CC(C)C)C[C@@H]2CC(C)C)cc1,x,i,x,-0.4,0.8%,x,x,u,x
CCC(c1nc2ccccc2c(=O)n1-c1nc2ccccc2s1)N1C(=O)c2ccccc2C1=O (stereo unspecified),-6%,i,-1%,-3.8,0.4%,-26%,-3%,i,22%
COc1ccc(OC)c(S(=O)(=O)N2CCCC(C(=O)NCc3ccccn3)C2)c1 (stereo unspecified),-7%,i,11%,-2.3,0.0%,7%,-9%,i,3%
CCCNC(=O)c1cc2c(c(-c3cccc(-c4ccccc4F)c3)n1)[C@@H](CCO)N(C(=O)CC1CC1)C2,x,i,x,-1.1,3.6%,x,x,u,x
N#CC1=C2SCN(Cc3ccco3)CN2C(=O)CC1c1ccc(Cl)cc1 (stereo unspecified),-2%,i,5%,1.0,0.4%,-37%,0%,i,13%
Cc1ccc(/C=C/C(=O)c2nc3ccccc3[nH]2)cc1,-4%,i,u,-1.4,u,-68%,u,i,u
Cc1ccc(S(=O)(=O)N2CCN(S(C)(=O)=O)C2)cc1,1%,x,-2%,3.0,0.2%,-4%,-5%,i,u
CCn1c(SCC(=O)Nc2nnc(C)s2)nnc1-c1ccncc1,3%,i,-10%,1.1,-0.2%,1%,5%,i,9%
Cc1cccc(NC(=O)CC(=O)Nc2cccc(C)c2)c1,0%,i,2%,2.4,-0.2%,-28%,5%,u,2%
Cc1ccc(OCCCC(=O)Nc2nnc(C3CCCO3)s2)c(C)c1 (stereo unspecified),0%,i,-6%,1.1,-0.3%,-27%,-11%,i,11%
S=C1COC(c2ccccc2)N1c1ccccc1 (stereo unspecified),-4%,i,0%,-4.3,0.2%,-15%,-10%,i,-3%
CCN(CC(=O)Nc1cc(S(=O)(=O)N2CCCCC2)ccc1C)Cc1ccccc1,0%,i,-17%,-0.7,0.5%,4%,-7%,u,u
CCc1cccc(NC(=O)Nc2ccc3c(c2)OCO3)c1,0%,i,-29%,1.9,4.4%,-23%,1%,i,-5%
COCCNS(=O)(=O)c1cc(F)ccc1OC,-2%,i,-8%,-1.1,-0.6%,-1%,-5%,i,-2%
COc1ccc(-c2ccnc(SCC(=O)c3ccc(OC)c(OC)c3)n2)cc1,-2%,i,6%,0.4,-0.1%,0%,-10%,i,-16%
O=C(COc1ncnc2ccccc12)NCCc1ccc(F)cc1,0%,i,u,-0.1,-0.2%,0%,1%,i,-5%
CN1CCN(C(=O)c2ccc(COc3cc(Cl)ccc3Cl)o2)CC1,u,i,12%,-1.2,1.8%,-22%,6%,i,-21%
O=C(CN(Cc1ccc(Br)cc1)S(=O)(=O)c1ccccc1)NCc1ccccn1,1%,i,-24%,0.0,-0.4%,-13%,-7%,i,-6%
COc1ccc(-c2c(C)nn3c(N4CCC5(CC4)OCCO5)cc(C)nc23)cc1OC,0%,i,-2%,1.3,1.0%,-1%,-6%,u,-8%
Clc1ccc2c(c1)-n1cc(-c3ccccc3)nc1CO2,x,x,u,x,6.8%,-1%,16%,i,u
COC(=O)C1=C(C)Nc2[nH]c(=S)[nH]c(=O)c2C1c1ccc(OC)cc1 (stereo unspecified),1%,i,u,-1.0,-0.5%,-36%,0%,i,-12%
Cc1ccc(C(=O)c2ccc(C)cc2)cc1,2%,i,-7%,-2.7,0.2%,-21%,4%,i,16%
COc1ccccc1-c1csc(C(C)(NC(C)=O)c2ccccc2)n1 (stereo unspecified),x,i,18%,-1.5,0.2%,1%,x,i,x
COc1cc(OC)cc(-n2nnnc2SCC(=O)NCCc2ccc(OC)c(OC)c2)c1,1%,i,-2%,0.6,-1.0%,-19%,1%,i,1%
C=C(C)C1CC=C(C)/C(=N/NC(=O)COc2cccc3ccccc23)C1 (stereo unspecified),-2%,i,5%,-3.5,0.4%,-9%,-13%,i,-18%
CN(c1ccc(S(=O)(=O)N2CCOCC2)cn1)C1CCCCC1,0%,i,u,-1.2,2.3%,0%,15%,i,7%
N#CC1=C(N)C(C#N)(C#N)C2(CCC3(CC2)OCCO3)C2CC3(CC=C12)OCCO3 (stereo unspecified),0%,i,8%,0.3,2.0%,1%,u,i,-5%
Cc1ccc(CN2C(=O)CSc3ccc(C(=O)NC4CC4)cc32)cc1,-1%,i,33%[activator],1.0,2.5%,-6%,-1%,u,u
CCCC(=O)c1cc(F)c(N2CCN(S(=O)(=O)c3ccccc3)CC2)cc1C,0%,i,-27%,0.7,-0.5%,-24%,-4%,i,u
Cc1cc2c(cc1C)CSC(c1c(O)ccc3ccccc13)SC2,1%,i,u,0.2,0.2%,-99%,u,x,u
Cc1ccc(-c2nc3ccccc3s2)cc1S(=O)(=O)N1CCOCC1,-4%,-90%*,18%,1.0,0.6%,2%,10%,i,x
CCN(CC)S(=O)(=O)c1ccc(/C=C/C(=O)OCC(=O)NNC(=O)c2ccc(OC)cc2)cc1,1%,i,1%,-0.4,0.2%,2%,-6%,i,-5%
O=C(O)C1CCCCC1C(=O)NCCC(c1ccccc1)c1ccccc1 (stereo unspecified),1%,x,-4%,-0.8,0.0%,-14%,-5%,x,-4%
COC(=O)[C@@H](Cc1ccccc1)NC(=O)Cn1cc(C)c(=O)[nH]c1=O,x,i,1%,2.3,-1.0%,1%,-3%,i,4%
Cc1cc(/C=C(\C#N)C(=O)NCc2ccccc2)cc(C)c1O,1%,i,-3%,-0.4,-0.6%,-9%,-8%,i,-4%
O=C(O)CCCCCn1c(SCc2cc(=O)n3ccccc3n2)nc2ccsc2c1=O,-5%,i,5%,-2.1,3.7%,-20%,-1%,i,-11%

# Carrying on.
SMILES,Mm-Cpn inhibitor,Akt phos inh,TGFb SMAD3 inh,CCT modulator,Nrf2 activator,HepG2 tox,A549 viability,ATXN viability,Nrf2 block
Cc1nn(-c2ccc(N3CCCCC3)nn2)c(C)c1CCC(=O)NCc1ccccc1F,x,x,-23%,x,-1.1%,-13%,4%,x,-11%
CCC(=O)Nc1ccccc1C(=O)OC(c1ccccc1)c1ccccc1,-1%,i,-2%,0.7,0.5%,-8%,u,i,5%
COc1cc(C)ccc1OCC(=O)Nc1ccc2c(c1)OCO2,1%,i,-18%,-1.8,2.7%,-3%,1%,i,21%
CCOC(=O)CSc1nc(-c2ccccc2)nc2ccccc12,-3%,i,3%,-0.8,-0.2%,-1%,-2%,i,-23%
CC(NC(=O)OCc1ccccc1)c1ccccc1 (stereo unspecified),x,i,10%,-0.9,-0.3%,-3%,1%,i,-4%
CCn1c(SCC(=O)c2ccc3ccccc3c2)nnc1-c1cccs1,-7%,i,-16%,-3.4,5.6%,-17%,-8%,i,15%

# A draw from above in order of number of heavy atoms, smallest number first.
SMILES,Mm-Cpn inhibitor,Akt phos inh,TGFb SMAD3 inh,CCT modulator,Nrf2 activator,HepG2 tox,A549 viability,ATXN viability,Nrf2 block
CC(NC(=O)OCc1ccccc1)c1ccccc1 (stereo unspecified),x,i,10%,-0.9,-0.3%,-3%,1%,i,-4%
CCOC(=O)CSc1nc(-c2ccccc2)nc2ccccc12,-3%,i,3%,-0.8,-0.2%,-1%,-2%,i,-23%
Cc1nn(-c2ccc(N3CCCCC3)nn2)c(C)c1CCC(=O)NCc1ccccc1F,x,x,-23%,x,-1.1%,-13%,4%,x,-11%
